# Sm TGR inh = qHTS Assay for the Inhibitors of Schistosoma Mansoni Peroxiredoxins | Potency, µM (series often up to 114 µM), for the others: at the highest dose activity change, negative = inhibition, most hits filed as inhibitors | purified TGR, DTNB reduction, TNB absorbance 405 nm | hit rate 3% among 360,000 | Schistosoma mansoni thioredoxin glutathione reductase (TGR), Q962Y6 | AID 485364, 2010; also: nearly all actives have a fitted effect of over 60% in size
#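 TGR 20 nM + NADPH 100 uM (dispensed conc.), cpd preinc 15 min RT; start with NADPH (500 uM addition) then DTNB (15 mM addition). Kinetic TNB absorbance, 405 nm filter. Four-parameter Hill fit across titration.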
# Pf growth 96h = Primary qHTS for delayed death inhibitors of the malarial parasite plastid, 96 hour incubation; AID 504834, 2011; Potency, µM (titrated, usually from 28.7 µM), for the others: at the top dose activity change, negative = inhibition, most hits filed as inhibitors; P. falciparum luciferase reporter growth, 96 h; hit rate 6.9% among 320,000
#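 Erythrocytes infected with luciferase-expressing P. falciparum were dispensed at 2% hematocrit and 0.05% parasitemia (final), then incubated with compounds 96 hours at 37 C in 5% CO2. Luminescence after detection reagent addition reported growth.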
# Pf growth 48h = Primary qHTS for delayed death inhibitors of the malarial parasite plastid, 48 hour incubation; P. falciparum luciferase growth in erythrocytes, 48 h; Potency, µM (highest dose often 28.7 µM), inactives show at the top dose activity change, negative = inhibition, actives largely listed as inhibitors; hit rate 5.9% among 310,000; AID 504832, 2011
#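 Erythrocytes infected with P. falciparum carrying an integrated firefly luciferase reporter (2% hematocrit, 0.1% parasitemia final) were exposed to compounds in RPMI 1640 with 0.5% Albumax at 37 C, 5% CO2. Growth inhibition was scored as reduced luminescence.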
# LmPK inh = qHTS Assay for Inhibitors of Leishmania Mexicana Pyruvate Kinase (LmPK); hit rate 0.37% among 290,000; Q27686; Potency, µM (series often up to 57.5 µM), without a hit: at the top dose activity change, negative = inhibition, hits mostly inhibitors; purified LmPK, Kinase-Glo ATP luminescence, 1 h
# Target sequence (Q27686 whole entry, looked up): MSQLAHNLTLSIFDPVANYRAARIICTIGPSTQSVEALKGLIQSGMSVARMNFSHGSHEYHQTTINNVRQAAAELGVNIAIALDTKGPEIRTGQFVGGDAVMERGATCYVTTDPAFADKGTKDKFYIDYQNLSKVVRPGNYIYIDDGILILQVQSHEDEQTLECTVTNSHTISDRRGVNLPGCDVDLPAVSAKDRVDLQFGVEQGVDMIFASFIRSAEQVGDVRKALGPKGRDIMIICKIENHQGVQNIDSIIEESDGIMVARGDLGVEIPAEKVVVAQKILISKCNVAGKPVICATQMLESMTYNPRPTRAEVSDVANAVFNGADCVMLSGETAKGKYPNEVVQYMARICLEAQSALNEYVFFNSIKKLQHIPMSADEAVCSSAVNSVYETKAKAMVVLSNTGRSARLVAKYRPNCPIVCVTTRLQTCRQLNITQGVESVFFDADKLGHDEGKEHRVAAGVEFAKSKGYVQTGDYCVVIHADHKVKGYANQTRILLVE
#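 Screened at intermediate enzyme activity to detect both inhibitors and activators: LmPK at 0.1 nM, with a 0.5 nM enzyme column as activation reference. PEP 0.5 mM, ADP 0.1 mM; ATP detected by luminescence after 1 h.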
# HCV inhibitor = qHTS Assay for Inhibitors of Hepatitis C Virus (HCV). Potency, µM (top dose mostly 41.8 µM), inactives show top-dose activity change, negative = inhibition, most hits filed as inhibitors. hit rate 3.4% among 340,000. Huh7.5.1 HCVcc-Cre infection, luciferase reporter, 44 h. AID 651820, 2012
#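 Antiviral activity was scored by luciferase reporter output from cells infected with HCVcc-Cre (~0.5 moi) in presence of compound, 44 h infection period, cells seeded 1,000/well 4 h prior.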
# Tb PYK inh = qHTS of Trypanosoma Brucei Inhibitors | pyruvate kinase (Trypanosoma brucei), Q57TT1 | TbPYK enzyme, Kinase-Glo Plus ATP luminescence, 45 min | Potency, µM (top dose mostly 76.8 µM), for the others: at the highest dose activity, negative = inhibition, hits mostly inhibitors | hit rate 0.12% among 410,000 | AID 624173, 2012; also: nearly all actives have a fitted effect of over 50% in size
#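 Luminescent Kinase-Glo Plus end-point after 45 min room-temperature reaction of T. brucei pyruvate kinase started with 130 uM ADP (final). Buffer TEA 50 mM pH 7.2 with KCl, MgCl2, BSA, Tween-20; titration-based qHTS with fitted concentration-effect curves.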
# * = called active by the depositor; ? = inconclusive; · = no result given; & = joins results of further samples; [ ] = another dose, or the depositor's remark. Calls follow the shape of the dose curve; as a rule, active = well fitted curve in the direction sought with a large enough effect; inconclusive = small, poorly fitted or top-dose-only effect, or another doubt; inactive = no such curve, though single readings can be large; an effect the other way counts as inactive or inconclusive. % is scaled to controls: 0 for no effect and ±100 for the full control effect; potency is read from the fitted curve at half-maximal effect.
cpd	SMILES	Sm TGR inh	Pf growth 96h	Pf growth 48h
1	Cc1cc(NC(=O)c2ccc(N3C(=O)C4C5C=CC(C5)C4C3=O)cc2)no1 (stereo not given)	-13%	153%[activator]	32%[activator]
2	COC(=O)c1cn(NC(=O)c2ccccc2[N+](=O)[O-])c(=O)c2ccccc12	-1%	-26%	-15%
3	CCCCN1C(=O)NC(NC(=O)c2ccco2)(C(F)(F)F)C1=O (stereo not given)	0%	?	46%[activator]
4	CC(C)NC(=S)N/N=C1\CCCCc2ccccc21	-20%	?	?
5	O=c1[nH]c(CSc2ncnc3sccc23)nc2ccccc12	5%	31%[activator]	-15%
6	CC[C@@H](C)[C@@H](C(=O)N1CCN(C(=O)OC(C)(C)C)CC1)n1cc(CCCN=C(NC(=O)OC(C)(C)C)NC(=O)OC(C)(C)C)nn1	7%	?	?
7	O=C(NC1CCCCC1NC(=O)c1ccco1)c1ccco1 (stereo not given)	6%	?	14%
8	CCOC(=O)c1[nH]ncc1CN1CCCC(C(=O)c2ccc(OC)cc2C)C1 (stereo not given)	0%	8.3µM*	21%
9	COc1ccc(S(N)(=O)=O)cc1C(=O)NNC(=O)CN(C)S(=O)(=O)c1ccc(Cl)cc1	4%	-9%	12%
10	CCCCN(CCCC)S(=O)(=O)c1ccc2[nH]c(=O)[nH]c2c1	6%	88%[activator]	·
11	CCN1CCN(S(=O)(=O)c2ccc(Cl)c(C(=O)N(C)Cc3cccc(Cl)c3Cl)c2)CC1	1%	?	?
12	COc1cc(C(=O)O)c2ccccc2n1	-1%	-8%	15%

cpd	LmPK inh	HCV inhibitor	Tb PYK inh
1	-4%	0%	0%
2	3%	-8%	0%
3	4%	12%	2%
4	3%	?	-4%
5	-2%	?	-3%
6	1%	-12%	2%
7	1%	20%	0%
8	2%	15%	2%
9	·	19%	4%
10	0%	-4%	1%
11	·	?	0%
12	3%	17%	7%

# More structures.
cpd	SMILES	Sm TGR inh	Pf growth 96h	Pf growth 48h
13	CCOC(=O)c1cn(CC#N)c2cc(F)c(F)cc2c1=O	-12%	16%	7%
14	CC1(C)OC(=O)N(CC(=O)Nc2ccccc2)C1(C)O (stereo not given)	-2%	-8%	22%
15	Cc1ccc(C(=O)NC(=S)Nc2cc(C(F)(F)F)ccc2Cl)cc1	10%	?	40%[activator]
16	Cc1ccc(SC[C@H](Cc2ccccc2)N2CC[C@@H](C)CCC2=O)cc1	13%	?	?
17	Cc1cccc(-n2c(C)cc(/C=N/NC(=O)c3cccc([N+](=O)[O-])c3C)c2C)c1	0%	-5%	?
18	CN(C(=O)CS(=O)(=O)c1cn(CC(=O)N2CCOCC2)c2ccccc12)c1ccccc1	-11%	-1%	-8%
19	COc1ccc(N=Cc2nc(-c3ccccc3)oc2OC(=O)c2ccccc2)cc1	-27%	243%[activator]	140%[activator]
20	COc1ccc(C[C@@H]2c3cc(O)c(OC)cc3CCN2C)cc1O	-17%	-18%	12%
21	O=C(N/N=C/c1ccccc1OC(F)F)c1cc(-c2ccncc2)nc2ccccc12	-1%	?	?
22	CCCN(CC(=O)Nc1ccccc1OC)C(=O)c1cc(S(=O)(=O)NCc2ccccc2)ccc1C	4%	?	?
23	CCCN1CCc2c(sc3nc(SCC)n(-c4ccccc4)c(=O)c23)C1	-28%	0.26µM*	1.3µM*
24	Nc1nc(SCC(=O)Nc2ccc(OCc3ccccc3)cc2)n[nH]1	20%	11%	19%

cpd	LmPK inh	HCV inhibitor	Tb PYK inh
13	-1%	-15%	5%
14	-4%	9%	-13%
15	5%	-5%	3%
16	-7%	?	-3%
17	6%	?	-1%
18	11%[11.5 µM]	22%	0%
19	-9%	3%	-19%
20	1%	9%	1%
21	4%	-27%	0%
22	-6%	·	-13%
23	7%	-24%	-7%
24	-2%	-19%	-8%

# (more compounds)
cpd	SMILES	Sm TGR inh	Pf growth 96h	Pf growth 48h
25	COc1ccc(CCNC(=O)C(=O)N/N=C/c2cccs2)cc1OC	14%	?	19%
26	CCCC(=O)NC(c1ccc(C)cc1)c1ccc2cccnc2c1O (stereo not given)	9%	32%[activator]	3.7µM*
27	O=C(CSc1n[nH]c(-c2ccccc2O)n1)N1CCCc2ccccc21	9%	·	24%
28	COc1cccc(CNCCN2CCOCC2)c1OC	-32%	9%	21%
29	Cc1ccc2cc(C)c(N3CCC(C)CC3)nc2c1	6%	67%	32%[activator]
30	O=C(O)CC(CC(=O)Nc1ccccc1C(=O)O)c1ccccc1 (stereo not given)	0%	3%	-4%
31	CCOC(=O)c1[nH]c2ccccc2c1NC(=O)NC1CCCCC1	0%	·	-3%
32	Cn1c(=O)c2ncn(CC(=O)Nc3cc(C(F)(F)F)ccc3N3CCOCC3)c2n(C)c1=O	-2%	?	?
33	CCN1CCN(C(=O)CN2C(=O)COc3ccc(S(=O)(=O)N4CCOCC4)cc32)CC1	-28%	5%	-7%
34	O=C(CCC(=O)N1CCN(S(=O)(=O)c2ccccc2)CC1)c1cccs1	-35%	-2%	0%
35	CC(C)CN(C(=O)CC1CCCC1)c1c(N)n(Cc2ccccc2)c(=O)[nH]c1=O	1%	-1%	?
36	Cc1c(C)n(C)c2ccc([N+](=O)[O-])cc12	11%	-23%	22%

cpd	LmPK inh	HCV inhibitor	Tb PYK inh
25	2%	12%	1%
26	-2%	3.5µM*	-10%
27	-2%	?	3%
28	-5%	12%	-2%
29	0%	-14%	1%
30	3%	0%	5%
31	-2%	?	4%
32	-1%	?	0%
33	4%	10%	-6%
34	1%	2%&-10%	-3%
35	·	-15%	0%
36	0%	-25%	0%

# More structures
cpd	SMILES	Sm TGR inh	Pf growth 96h	Pf growth 48h
37	CCN(CC)CC(C)OC(=O)c1cc(OC)c(OC)c(OC)c1 (stereo not given)	-4%	38%[activator]	·
38	Clc1ccc(-c2ncc3ccccn23)cc1	14%	?	?
39	Cc1nc(/C(=N/O)C(N)=O)cs1	0%	9%	10%
40	CC(C)(C)OC(=O)N1CCC(c2c(C(=O)N3CCN(C(=O)c4ccco4)CC3)cnn2-c2cccc(Cl)c2)CC1	-33%&-6%	1%	12µM*
41	C=CCn1c(SCC(=O)Nc2cc(NC(C)=O)ccc2OC)nnc1-c1ccccn1	3%	-9%	19%
42	Cc1ccc(NC(=O)CN(c2ccccc2)S(=O)(=O)N(C)C)cc1C	-5%	-7%	-21%
43	S=c1[nH]c2ccccc2n2cccc12	3%	?	?
44	COc1ccccc1NC(=O)c1ccccc1NC(=O)c1ccccn1	-1%	?	-8%
45	CSc1ccccc1NC(=O)CSCc1ccc(Br)cc1	17%	0%	0%
46	CCN1C(=O)CCC(C(=O)O)C1c1ccc(OC)cc1 (stereo not given)	16%	20%	21%
47	O=C(O)c1cc2cc(Oc3ccccc3)ccc2[nH]1	8%	114%[activator]	17%
48	Cc1ccc(C(=O)C2CCN(CC(=O)Nc3nc(C)cs3)CC2)cc1	7%	18%	0%

cpd	LmPK inh	HCV inhibitor	Tb PYK inh
37	9%	11%	-2%
38	12%	-4%	5%
39	-2%	16%	-5%
40	2%	-8%	0%&0%
41	1%	-2%	7%
42	1%	-9%	2%
43	-1%	?	-17%
44	·	0%	2%
45	-1%	-4%	7%
46	-4%	14%	5%
47	5%	27%	3%
48	-3%	?	4%

# More structures follow:
cpd	SMILES	Sm TGR inh	Pf growth 96h	Pf growth 48h
49	O=C(NCCNC(=O)c1ccccn1)c1ccccc1	-4%	22%	3%
50	O=c1cc(N2CCC(Cc3ccccc3)CC2)[nH]c(=O)n1C1CCCCC1	1%	41%[activator]	?
51	Cc1cccc(N(C(=O)Cn2nnc(-c3ccc(C)o3)n2)C(C(=O)NC2CCCC2)c2ccncc2)c1 (stereo not given)	-5%	-5%	0%
52	Cc1ccc(NC(=O)c2ccc(Cl)nc2)cc1	4%	97%[activator]	151%[activator]
53	Cc1cc(C)n(/N=C/c2cccc(O)c2)c(=O)c1C(N)=O	-23%	4%	17%
54	O=C(O)CC/C(=N/NC(=O)c1cccs1)c1ccccc1	0%	21%	46%[activator]
55	CCc1n[nH]c(=S)n1/N=C/c1c[nH]c2ccc(Br)cc12	-6%	1%	-1%
56	O=C(Nc1cc(S(=O)(=O)N2CCOCC2)ccc1Cl)c1cc(=O)c2ccccc2o1	7%	61%[5.75 µM]	?
57	COC(=O)CNC(=O)/C=C/c1ccc(OC)cc1	0%	140%[activator]	4%
58	CCC(NC(=S)NCc1ccc(F)cc1)c1ccc(C(C)C)cc1 (stereo not given)	12%	?	10µM*
59	CN(C(=O)COc1ccc(Cl)cc1Cl)C1(C)CCS(=O)(=O)C1 (stereo not given)	6%	4%	-4%
60	COc1ccc(OC)c(Nc2nc(-c3sc(N)nc3C)cs2)c1	-28%	·	15µM*

cpd	LmPK inh	HCV inhibitor	Tb PYK inh
49	2%	-10%	0%
50	2%	6%	0%
51	-1%	28%	-3%
52	0%	9%	-7%
53	1%	7%	1%
54	2%	26%	-2%
55	?	?	?
56	-4%	-26%	1%
57	-6%	22%	2%
58	0%	?	0%
59	·	-2%[8.37 µM]	0%
60	-2%	?	-6%

# Along the list, from the results shown:
# Compounds 49–58 in Pf growth 48h: 3%, ?, 0%, 151%[activator], 17%, 46%[activator], -1%, ?, 4%, 10µM*
# Compounds 49–58 in LmPK inh: 2%, 2%, -1%, 0%, 1%, 2%, ?, -4%, -6%, 0%
# Compounds 49–58 in Tb PYK inh: 0%, 0%, -3%, -7%, 1%, -2%, ?, 1%, 2%, 0%

# 3 entries out of the list, ordered by SMILES length, rising.
cpd	SMILES	Sm TGR inh	Pf growth 96h	Pf growth 48h
25	COc1ccc(CCNC(=O)C(=O)N/N=C/c2cccs2)cc1OC	14%	?	19%
42	Cc1ccc(NC(=O)CN(c2ccccc2)S(=O)(=O)N(C)C)cc1C	-5%	-7%	-21%
40	CC(C)(C)OC(=O)N1CCC(c2c(C(=O)N3CCN(C(=O)c4ccco4)CC3)cnn2-c2cccc(Cl)c2)CC1	-33%&-6%	1%	12µM*

cpd	LmPK inh	HCV inhibitor	Tb PYK inh
25	2%	12%	1%
42	1%	-9%	2%
40	2%	-8%	0%&0%

# Reformatted: results already given
6	CC[C@@H](C)[C@@H](C(=O)N1CCN(C(=O)OC(C)(C)C)CC1)n1cc(CCCN=C(NC(=O)OC(C)(C)C)NC(=O)OC(C)(C)C)nn1
53	Cc1cc(C)n(/N=C/c2cccc(O)c2)c(=O)c1C(N)=O

assay / compound | 6 | 53
Sm TGR inh | 7% | -23%
Pf growth 96h | ? | 4%
Pf growth 48h | ? | 17%
LmPK inh | 1% | 1%
HCV inhibitor | -12% | 7%
Tb PYK inh | 2% | 1%

# Later entries
cpd	SMILES	Sm TGR inh	Pf growth 96h	Pf growth 48h
61	O=C(Nc1cccc([N+](=O)[O-])c1)c1ccc2c(c1)OCCO2	-1%	?	219%[activator]
62	CCN(CC)CCN(C(=O)CCS(=O)(=O)c1ccccc1)c1nc2c(C)cc(C)cc2s1	?	1%	2%
63	CCOC(=O)C1CCN(Cc2cc(=O)oc3cc(C)c(Cl)cc23)CC1	-29%	8%	8%
64	COc1ccc(C(=O)CC(=O)C(=O)NCCc2cccc(C)c2)cc1	5%	12%	-8%

cpd	LmPK inh	HCV inhibitor	Tb PYK inh
61	-12%	-21%	0%
62	-6%	?	-16%
63	0%	3%	0%
64	1%	-3%	0%

# High-throughput results deposited in PubChem by National Center for Advancing Translational Sciences (NCATS).
